Bcl-2 Bim block – inhibitors of Bim-Bcl-2 binding, primary screen, biochemical, multiplexed, human Bcl-2 family. Apoptosis regulator Bcl-2 (Homo sapiens), P10415. Bead-based flow cytometry, Bim peptide-Bcl-2 binding. inhibition, % at 10 µM. hit rate 0.06% among 190,000. AID 950, 2007; in the data active = inhibition above about 40%; inconclusive = no clear call, values can overlap the other calls;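 note: 0% = no compound wells with probe peptide and 100% = reference peptide inhibitor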
Target sequence (P10415 whole entry, looked up): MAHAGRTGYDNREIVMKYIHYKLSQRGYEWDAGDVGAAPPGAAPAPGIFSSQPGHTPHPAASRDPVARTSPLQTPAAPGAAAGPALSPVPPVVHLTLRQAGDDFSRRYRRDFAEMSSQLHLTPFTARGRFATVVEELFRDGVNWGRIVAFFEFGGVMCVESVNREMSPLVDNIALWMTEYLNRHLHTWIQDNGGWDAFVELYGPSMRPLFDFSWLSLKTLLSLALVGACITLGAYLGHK
Mcl1 Bid PPI – Mcl-1/Bid binding inhibitors, primary screen, biochemical, TR-FRET, 1536-well; inhibition, % at 21.7 µM; hit rate 0.97% among 220,000; TR-FRET Mcl-1/Bid-Dy647 peptide binding; AID 1021, 2008;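 active = compounds that cut the binding signal by more than half at the single screening dose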;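 note: His-tagged Mcl-1 with europium anti-His antibody binding Bid BH3 peptide; 0% = Mcl-1 plus peptide wells and 100% = peptide-only wells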
Bcl-W Bim block – inhibitors of Bim binding to Bcl-W, primary screen, biochemical, multiplexed, bead-based flow cytometry | inhibition, % at 10 µM | Bim peptide-Bcl-W binding | hit rate 0.02% among 190,000;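 note: 0% = bound tracer without compound and 100% = peptide blocker; higher means less fluorescent Bim peptide bound to Bcl-W beads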
Target sequence (Q92843 whole entry, looked up): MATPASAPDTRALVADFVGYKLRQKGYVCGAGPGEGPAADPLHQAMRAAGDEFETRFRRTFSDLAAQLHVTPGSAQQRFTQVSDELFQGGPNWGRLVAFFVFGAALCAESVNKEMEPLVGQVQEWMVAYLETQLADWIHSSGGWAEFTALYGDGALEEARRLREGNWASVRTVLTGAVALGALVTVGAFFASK
GSH bead fluor – compound fluorescence on glutathione beads, profiling panel, artefact control, biophysical, 488/530 nm, flow cytometry; GSH beads flow cytometry, compound fluorescence 488/530 nm; stronger effect = higher value; fluorescence (KMESF) at 10 µM; hit rate 0.25% among 190,000; AID 1776, 2009; in the data active = fluorescence above about 89;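 note: glutathione beads carrying GST-tagged Bcl family fusion proteins plus one bare bead set; values are compound well signal with DMSO vehicle wells as background; inactives centre near 16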
Mcl-1 Bim block – inhibitors of Bim peptide binding to Mcl-1, primary screen, biochemical, bead-based flow cytometry, multiplex; Induced myeloid leukemia cell differentiation protein Mcl-1 (Homo sapiens), Q07820; Bim peptide-Mcl-1 binding; inhibition, % at 10 µM; hit rate 0.1% among 190,000; AID 1009, 2008;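 note: 0% = no compound tracer wells and 100% = peptide blocker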
Bim-Bcl-B – inhibitors of Bim-Bcl-B binding, primary screen, biochemical, multiplexed, human Bcl-2 family. Bcl-2-like protein 10 (Homo sapiens), Q9HD36. bead-based flow cytometry, Bim peptide-Bcl-B binding. inhibition, % at 10 µM. hit rate 0.073% among 190,000. AID 951, 2007;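 note: 0% = tracer peptide without compound and 100% = reference inhibitor peptide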
Bim-Bcl-XL – inhibitors of Bim-Bcl-XL binding, primary screen, biochemical, multiplexed, bead flow cytometry, human Bcl-XL | AID 1007, 2008 | Bim peptide-Bcl-XL binding, fluorescence | hit rate 0.04% among 190,000 | inhibition, % at 10 µM
RGS4-Gao reg – modulators of RGS4 binding to Galphao, primary screen, biochemical, multiplexed bead flow cytometry. Guanine nucleotide-binding protein G(o) subunit alpha (Homo sapiens), P09471. actives lie on both sides. binding response (% of control), % at 10 µM. hit rate 0.33% among 220,000. AID 1415, 2008; in the data active = binding response below about 49% or above about 150%; inactive = in between;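 note: fluorescent Galphao activated with aluminum fluoride binding bead-coupled RGS4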
Target sequence (P09471 whole entry, looked up): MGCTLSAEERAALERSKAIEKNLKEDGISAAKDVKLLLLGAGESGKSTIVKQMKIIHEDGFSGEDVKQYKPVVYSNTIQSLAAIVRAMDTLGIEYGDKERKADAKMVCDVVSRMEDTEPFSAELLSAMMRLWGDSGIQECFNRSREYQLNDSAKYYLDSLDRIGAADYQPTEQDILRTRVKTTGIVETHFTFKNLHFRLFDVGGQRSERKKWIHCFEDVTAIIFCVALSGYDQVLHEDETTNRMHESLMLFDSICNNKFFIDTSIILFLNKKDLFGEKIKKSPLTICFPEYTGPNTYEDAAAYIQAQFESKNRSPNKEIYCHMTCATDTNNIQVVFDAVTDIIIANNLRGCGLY
RGS7-Gao – RGS7-Galphao binding modulators, primary screen, biochemical, multiplexed bead flow cytometry; binding response (% of control), % at 10 µM; AID 1439, 2008; Guanine nucleotide-binding protein G(o) subunit alpha (Homo sapiens), P09471; hit rate 0.35% among 220,000; actives lie on both sides; in the data active = binding response below about 49% or above about 150%; inconclusive = no clear call, values can overlap the other calls; inactive = in between;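 note: fluorescent Galphao held in activated GDP-AlF4 state binding bead-coupled RGS7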
Bim-Bfl-1 – inhibitors of Bim binding to Bfl-1, primary screen, biochemical, multiplexed, bead-based flow cytometry | Bim-Bfl-1 binding inhibition | inhibition, % at 10 µM | hit rate 0.12% among 190,000 | AID 1008, 2008;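 note: 0% = wells without compound plus tracer and 100% = blocker peptide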
RGS8-Gao reg – RGS8-Galphao binding modulators, primary screen, biochemical, multiplexed bead flow cytometry; Guanine nucleotide-binding protein G(o) subunit alpha (Homo sapiens), P09471; actives lie on both sides; response (percent of control binding), % at 10 µM; hit rate 0.34% among 220,000; in the data active = response below about 60% or above about 140%; inactive = in between;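 note: Galphao activated as the GDP aluminium fluoride complex binding bead-coupled RGS8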
Numbers without * were called inactive; ? = inconclusive. Cut-off read from the data, not from the text of the source, unless noted: active = inhibition above about 40%.

smiles	Bcl-2 Bim block	Mcl1 Bid PPI	Bcl-W Bim block	GSH bead fluor	Mcl-1 Bim block	Bim-Bcl-B	Bim-Bcl-XL	RGS4-Gao reg	RGS7-Gao	Bim-Bfl-1	RGS8-Gao reg
Cc1ccc(O)c(CCc2ccc(O)cc2)n1	-3	-57	0	11	-1	-6	0	105	101	-8	106
COc1ccc(C/C(N)=N/OC(=O)c2ccc(Cl)cc2)cc1	-3	-8	-2	14	-3	-2	1	99	96	-7	99
Cc1cc(C)n2nc(-c3ccco3)nc2n1	0	-27	0	12	0	-1	-1	98	99	-3	97
CCOC(=O)CC1ON(C)C(=O)N1c1ccc([N+](=O)[O-])cc1 (configuration not stated)	5	-17	2	4	4	-5	0	99	99	-6	101
O=c1/c(=C/c2ccco2)sc2nc(-c3ccccc3Br)nn12	-10	-24	-3	18	-4	-10	-6	99	96	-18	101
C=CCn1c(=O)c2ccccc2n2c(SCC(=O)Nc3sc(C)c(CC)c3C(=O)OCC)nnc12	-4	-18	-6	9	-2	-9	-7	100	100	-6	102
CCCC(=O)OCC(=O)Nc1cc(Cl)ccc1[N+](=O)[O-]	-1	-13	-3	7	0	-1	-2	99	98	-4	101
O=C(N/N=C/c1cccs1)c1c[nH]c2ccccc12	-3	-10	-2	10	-1	-8	-3	101	101	-4	101
CCN1CCN(c2nc3c(c(=O)[nH]c(=O)n3C)n2CCCc2ccccc2)CC1	-4	-29	-3	16	-2	-1	-2	103	102	-8	105
COC(=O)c1c(N)n(-c2ccc(NC(C)=O)cc2)c2nc3ccccc3nc12	-5	0	0	11	0	-8	-3	103	97	-5	100
O=C(NC(CO)Cc1ccccc1)c1ccccc1 (configuration not stated)	-4	-12	-2	13	-1	-4	-5	99	102	-3	101
COc1c(C(=O)NCCSC(C)(C)C)ccc2ccccc12	1	-36	-1	8	0	-2	0	101	106	0	93
CCCOC(=O)Nc1ccc(C(N)=O)cc1	1	-11	-1	14	0	0	-2	108	105	0	102
O=c1c(Cc2ccc(F)cc2)c(O)ccn1Cc1ccc(F)cc1	0	-33	-1	20	1	-4	-1	95	?	-2	100
CC(C)Cc1[nH]c(=O)c(C#N)c2c1CCCC2	-2	-2	0	20	0	0	0	100	99	0	99
O=C(NCCCn1ccnc1)c1cc(-c2ccc(Br)cc2)on1	0	-21	-2	10	0	0	-3	102	97	-6	100
Cc1ccc2nc(-c3cccnc3)c(NC3CCCC3)n2c1	3	-50	0	6	0	-1	0	91	94	0	88
CC1=C(C#N)C(=O)NC(=O)/C1=C\c1ccc(-c2ccc(C)cc2[N+](=O)[O-])o1	1	75*	1	11	0	3	1	99	91	6	91
CCOC(=O)c1[nH]c(=O)[nH]c1CSc1nc(C)cc(C)n1	2	-21	1	21	-3	-11	0	99	99	6	99
Cc1cc(C)n2nc(SCC(N)=O)nc2n1	0	4	7	64	-2	-1	2	103	98	-2	103
COc1ccc(-n2nc3ccccc3n2)cc1	-6	0	1	38	-3	-7	-12	104	102	-9	100
Cc1c(NS(=O)(=O)c2ccc3c(c2)OCCO3)cccc1-c1nc2cccnc2s1	-8	-13	1	26	-1	-7	-1	102	98	-10	101
O=C(NCCCN1CCCC1=O)C1CCCO1 (configuration not stated)	0	-32	-2	20	0	-2	-2	101	?	-4	100
CCOC(=O)c1c(N)sc2c1CCC(CC)C2 (configuration not stated)	-8	-5	0	45	-4	-11	-2	99	104	-3	98
COc1ccc(CC(=O)NCc2nnc(SCC(=O)Nc3ccc(OC)cc3)n2C)cc1	-2	-40	-5	11	-1	-4	-5	101	98	-2	101
CC(=O)Nc1ccc(S(=O)(=O)N2CCN(c3cccc(C)c3C)CC2)cc1	-6	4	-4	14	-2	-6	-8	103	100	-3	104
c1ccc(C2NCCn3cccc32)cc1 (configuration not stated)	-4	-2	1	15	-2	12	-3	97	93	-8	100
O=C(c1ccco1)N1CCN(S(=O)(=O)c2cccs2)CC1	0	-5	1	17	-3	-1	-2	101	100	0	100
COc1ccc(C(=O)/C=C/C(=O)N(Cc2ccc(F)cc2)C(C(=O)NC2CCCCC2)c2ccncc2)c(O)c1 (configuration not stated)	-3	-8	0	7	-2	-6	-3	101	103	1	102
COc1ccc(CCNC(=O)CS(=O)(=O)c2cn(CC(=O)N3CCOCC3)c3ccccc23)cc1OC	0	-32	2	24	2	-3	-4	98	93	0	99
COc1ccc(C2C(C#N)=C(/N=C/N3CCN(C)CC3)OC3=C2C(=O)CC(C)(C)C3)cc1OC (configuration not stated)	-1	-32	0	8	-1	-1	-5	99	91	0	105
O=C(CSc1ncc(C(F)(F)F)cc1Cl)N1CCN(S(=O)(=O)c2ccc(Cl)cc2)CC1	-5	-8	-1	29	0	-10	0	94	96	-4	99
CCn1cc(CN2CCCC(CNS(=O)(=O)Cc3ccccc3)C2)cn1 (configuration not stated)	-2	-32	0	17	-1	-3	-3	108	108	-6	110
CCNC(=O)N(C(=O)NCC)n1c(C)nnc1C	-8	-3	0	21	-1	-6	-5	99	99	-13	102
Cc1ccc(C)c(Nc2c([N+](=O)[O-])cc(C(=O)N3CC(=O)Nc4ccccc43)cc2[N+](=O)[O-])c1	-2	-4	-1	16	-2	0	0	100	101	1	102
C(=N\Nc1ccc(-n2ccnc2)nn1)/c1ccccc1	-6	-21	0	36	0	-10	0	85	91	-11	99
CCSc1nc2ccccc2n1CC(=O)O	-7	-2	-2	61	-4	-4	-2	104	101	-12	101
COc1cc(CC(=O)OCC(=O)c2ccc3c(c2)OCCO3)cc(OC)c1OC	-3	-8	0	21	-1	-1	-2	93	92	-3	96
CCCn1c(C)cc(C(=O)COC(=O)c2ccc[nH]c2=O)c1C	0	-27	2	16	0	-2	3	97	95	-2	100
c1ccc(CN2CCN(c3ncnc4c3[nH]c3ccccc34)CC2)cc1	-1	-27	-2	22	1	0	1	100	102	-1	106

Complete entries as entered above. Values in the order: Bcl-2 Bim block	Mcl1 Bid PPI	Bcl-W Bim block	GSH bead fluor	Mcl-1 Bim block	Bim-Bcl-B	Bim-Bcl-XL	RGS4-Gao reg	RGS7-Gao	Bim-Bfl-1	RGS8-Gao reg
Cc1cc(C)n2nc(SCC(N)=O)nc2n1 is entered as 0	4	7	64	-2	-1	2	103	98	-2	103
COc1ccc(-n2nc3ccccc3n2)cc1 is entered as -6	0	1	38	-3	-7	-12	104	102	-9	100
O=C(CSc1ncc(C(F)(F)F)cc1Cl)N1CCN(S(=O)(=O)c2ccc(Cl)cc2)CC1 is entered as -5	-8	-1	29	0	-10	0	94	96	-4	99
CCOC(=O)c1c(N)sc2c1CCC(CC)C2 (configuration not stated) is entered as -8	-5	0	45	-4	-11	-2	99	104	-3	98

Next compounds
smiles	Bcl-2 Bim block	Mcl1 Bid PPI	Bcl-W Bim block	GSH bead fluor	Mcl-1 Bim block	Bim-Bcl-B	Bim-Bcl-XL	RGS4-Gao reg	RGS7-Gao	Bim-Bfl-1	RGS8-Gao reg
O=C(Nc1ccc(F)cc1)c1ccc(S(=O)(=O)NCC2CCCO2)cc1 (configuration not stated)	-10	-10	-2	27	2	-6	-3	103	103	-15	105
CCCCn1c(NCc2ccc3c(c2)OCO3)nc2ccccc21	1	-8	0	12	0	-3	-5	99	97	0	112
COc1ccc(/C=N/NC(=O)CCn2cnc(-c3ccccc3)c2-c2ccccc2)cc1OC	-7	11	2	14	1	5	1	101	103	-4	106
COc1ccc(NS(=O)(=O)c2ccc(NC(=O)C(C)(C(F)(F)F)C(F)(F)F)cc2)nn1	-7	-13	4	6	4	-4	2	101	101	-6	102
O=c1[nH]c2ccc(Cl)cc2c(-c2ccccc2)c1SC(=S)N1CCOCC1	-2	-3	1	9	-1	-12	0	101	110	9	89
O=C1CC(C(=O)Nc2cccc3ccccc23)C2(CCCC2)O1 (configuration not stated)	-3	-14	-1	11	-2	-2	-2	98	100	-1	99
CC(C)C12CN3CC(C(C)C)(CN(C1)C3c1ccc3c(c1)OCO3)C2=O (configuration not stated)	-6	-21	7	10	2	-7	0	98	104	-9	99
CCOc1ccccc1C(=O)NCCCn1ccnc1	0	-17	-4	20	-6	-3	-5	108	108	-3	101
Cc1ccc(C(=O)NCCc2n[nH]c(=S)n2C)cc1	-2	-47	0	13	-1	-15	-3	102	104	-2	103
O=C(NCc1ccc2c(c1)OCO2)C1CCN(S(=O)(=O)N2CCCCC2)CC1	2	3	0	25	-2	-4	-4	100	101	1	102
Cc1ccccc1C(=O)NCc1nnc(SCC(=O)N2CCN(c3ccccc3)CC2)n1C	-1	-26	-3	19	-4	-2	0	101	103	-3	103
c1ccc2oc(SCc3cn4ccsc4n3)nc2c1	-7	-19	-1	39	-3	-6	-1	105	105	-6	106
COc1cccc(NC(=O)c2ccc(NC(=O)C(C)C)cc2)c1	-5	-8	-5	20	-3	0	-3	98	94	-1	101
